From PubChem BioAssay
Pin1 inh: blocks the human prolyl isomerase Pin1. 390,000 compounds, 0.009% hits. Potency, µM (highest dose often 115 µM), inactives show at the highest dose activity, negative = inhibition, usual class: inhibitors. Q13526. Pin1 FP peptide displacement, HiFluor488, 10 min. AID 504891; active = well fitted inhibition curve with a large enough effect in the polarisation, with a control signal flat, not every such curve was filed as active; inconclusive = small, poorly fitted or top-dose-only effect, or effect the other way, or a change in a side signal; inactive = no such curve, though single readings can be large or run the other way; the % refers to the polarisation; note: % is set by controls: 0 for no effect and ±100 for the full control effect
Target sequence (Q13526 whole entry, looked up): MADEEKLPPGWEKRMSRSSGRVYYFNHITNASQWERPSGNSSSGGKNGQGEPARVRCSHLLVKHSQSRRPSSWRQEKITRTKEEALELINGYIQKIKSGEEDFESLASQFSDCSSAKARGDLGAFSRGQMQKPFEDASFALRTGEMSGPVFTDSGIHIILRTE
BAZ2B inh: BAZ2B (human) inhibition. 360,000 compounds, 4.4% hits. AID 504333. AlphaScreen BAZ2B-H3K14Ac peptide displacement. Q9UIF8. Potency, µM (top dose mostly 114 µM), without a hit: at the highest dose activity change, negative = inhibition, usual class: inhibitors; note: % is set by controls: 0 for no effect and ±100 for the full control effect; nearly all actives have a fitted effect of over 60% in size
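Inhibition is scored as reduced AlphaScreen emission. The BAZ2B/b-H3(5-23)K14Ac complex (50 nM each) in PBS pH 7.4, 0.01% Tween-20 meets compound (up to 110 uM) for 30 min at RT before bead addition.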
HP1b binding inh: inhibitors of HP1-beta chromodomain binding to methylated histone tails; P83916; AlphaScreen HP1-beta / biotin-H3K9me3 peptide binding; Potency, µM (series often up to 114 µM), without a hit: at the highest dose activity change, negative = inhibition, hits mostly inhibitors; 390,000 compounds, 0.56% hits; AID 540317; note: nearly all actives have a fitted effect of over 70% in size; inactives centre near 23
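HP1-beta protein (50 nM final) preincubated 30 min at room temperature with biotinylated H3(1-18)K9me3 peptide (50 nM) in PBS pH 7.4, 0.01% Tween-20, then compound added for 30 min. AlphaScreen streptavidin donor/nickel chelate acceptor beads (10 ug/mL final), 30 min dark, luminescence read.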
GLS inhibitor: inhibitors of human glutaminase (GLS); O94925; GLS enzymatic activity, qHTS titration; Potency, µM (doses to about 45.5 µM), inactives show at the top dose activity change, negative = inhibition, most hits filed as inhibitors; 410,000 compounds, 0.21% hits; AID 624170; note: % is set by controls: 0 for no effect and ±100 for the full control effect
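Assay buffer: 45 mM KH2PO4 pH 8.2, 0.02% Tween-20. hKGA acts on L-glutamine (1 mM solution added); product glutamate is reported by an oxidase/peroxidase Amplex Red coupling, with fluorescence taken at baseline and 30 min.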
PGK inhibitor: blocks T. brucei phosphoglycerate kinase | P07378 | PGK/GAPDH coupled, Kinase-Glo luminescence, 60 min | Potency, µM (top dose mostly 57.5 µM), without a hit: at the top dose activity change, negative = inhibition, actives largely listed as inhibitors | 380,000 compounds, 0.043% hits | AID 602233; note: % is set by controls: 0 for no effect and ±100 for the full control effect; nearly all actives have a fitted effect of over 60% in size
Target sequence (P07378 whole entry, looked up): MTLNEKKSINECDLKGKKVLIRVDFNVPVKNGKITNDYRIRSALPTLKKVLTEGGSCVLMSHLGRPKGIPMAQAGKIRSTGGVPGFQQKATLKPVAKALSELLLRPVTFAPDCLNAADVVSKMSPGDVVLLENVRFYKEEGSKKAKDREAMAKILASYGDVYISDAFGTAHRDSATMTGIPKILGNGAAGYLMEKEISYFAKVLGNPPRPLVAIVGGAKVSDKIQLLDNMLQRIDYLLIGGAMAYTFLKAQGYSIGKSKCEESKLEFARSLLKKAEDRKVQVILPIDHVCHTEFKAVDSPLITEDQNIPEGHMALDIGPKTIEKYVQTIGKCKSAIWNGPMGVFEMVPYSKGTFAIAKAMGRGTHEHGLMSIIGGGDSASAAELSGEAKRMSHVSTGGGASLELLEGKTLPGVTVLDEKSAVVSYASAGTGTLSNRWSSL
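Luminescent ATP detection (Kinase-Glo Plus) follows a 60-minute room-temperature incubation, with wells lacking PGK as controls. Buffer: 100 mM TEA (pH 7.6), 5 mM MgCl2, 0.01% Tween-20. Coupling enzyme GAPDH (100 nM final) supplies unstable 1,3-BPG in-well.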
G9a block: G9a (human) methyltransferase inhibition; G9a H3K9 monomethylation, AlphaScreen, 2 h; Potency, µM (highest dose often 102 µM), inactives show at the highest dose activity, negative = inhibition, hits mostly inhibitors; 350,000 compounds, 8.8% hits; note: % is set by controls: 0 for no effect and ±100 for the full control effect; nearly all actives have a fitted effect of over 75% in size
Target sequence (Q96KQ7 913-1193 limits assumed): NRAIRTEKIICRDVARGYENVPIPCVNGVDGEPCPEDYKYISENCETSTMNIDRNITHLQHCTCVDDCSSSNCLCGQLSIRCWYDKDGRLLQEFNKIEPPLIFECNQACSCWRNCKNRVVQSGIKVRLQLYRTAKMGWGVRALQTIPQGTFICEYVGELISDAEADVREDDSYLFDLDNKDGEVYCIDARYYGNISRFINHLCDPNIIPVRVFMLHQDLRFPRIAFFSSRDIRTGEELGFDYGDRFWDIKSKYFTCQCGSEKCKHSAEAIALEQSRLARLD
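Step 1: enzyme (final 20 nM) with compound, 15 min RT. Step 2: substrate peptide 500 nM and SAM 20 uM, 2 h RT. Step 3: anti-H3K9me1 antibody and AlphaScreen beads, 10 min, then plate read.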
JMJD2A Tudor: blocks the human JMJD2A Tudor domain | 390,000 compounds, 4.4% hits | Potency, µM (series often up to 114 µM), without a hit: at the highest dose activity change, negative = inhibition, hits mostly inhibitors | O75164 | AlphaScreen JMJD2A-Tudor / H3K4me3 peptide binding; note: % is set by controls: 0 for no effect and ±100 for the full control effect; nearly all actives have a fitted effect of over 50% in size
BLM helicase inh: Bloom syndrome helicase (human) inhibition. P54132. recombinant BLM DNA unwinding, fluorescence dequenching. Potency, µM (doses to about 56.1 µM), for inactives: at the top dose activity change, negative = inhibition, most hits filed as inhibitors. 350,000 compounds, 0.2% hits. AID 2528;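 note: plate controls were vehicle for no effect and no enzyme for full effect; nearly all actives have a fitted effect of over 35% in size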
POLI inh: inhibitors of human DNA polymerase iota. Q9UNA4. Pol iota fluorescent replication assay, 10 min. Potency, µM (highest dose often 115 µM), for the others: at the highest dose activity, negative = inhibition, actives largely listed as inhibitors. 390,000 compounds, 1% hits. AID 588590
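Pol iota at 10 nM preincubated 15 min with compounds at room temperature; reaction started with fluorescent substrate, 50 nM final. Fluorescence read kinetically at 0 and 10 min; buffer-only wells as negative control.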
Numbers without * were called inactive; i = inactive; ? = inconclusive; nt = not tested or not shown; [ ] = another dose, or the depositor's remark. Unless noted, calls come from the whole dose curve; as a rule, active = well fitted curve in the direction sought with a large enough effect; inconclusive = small, poorly fitted or top-dose-only effect, or another doubt; inactive = no such curve, though single readings can be large; an effect the other way counts as inactive or inconclusive. Potency is the fitted concentration of half-maximal effect. Not all compounds are listed; count on the stated rates, not on these rows.

smiles,G9a block,BLM helicase inh,PGK inhibitor,BAZ2B inh,HP1b binding inh,JMJD2A Tudor,GLS inhibitor,Pin1 inh,POLI inh
CCC(Sc1nc2ncccc2[nH]1)C(=O)Nc1cccc(OC)c1 (stereo not given),-33%[59 µM],0%,-3%,-2%,46%[activator],0%,1%,2%,4%
C=CC[C@H](CC(=O)N[C@H](CO)Cc1ccccc1)C(=O)N[C@H](COC(=O)[C@@H](CC=C)Cc1ccc(F)cc1)Cc1c[nH]c2ccccc12,nt,nt,4%,nt,15%,-23%,0%,0%,-1%
O=c1[nH]c(Nc2ccccn2)cc2ccccc12,nt,nt,3%,nt,28%,-4%,0%,?,?
CC1CCc2noc(NC(=O)c3ccc([N+](=O)[O-])cc3)c2C1 (stereo not given),6%[59 µM],3%,-2%,22%,62%[activator],-24%,2%,?,21%
Cc1cccc(C)c1NC(=O)COC(=O)c1nonc1N,11%[59 µM],0%,i,-4%,40%[activator],5%,nt,0%,13%
CCN1CCN(C(=S)Nc2ccc(Cl)cc2)CC1,-36%,-1%,-18%,-1%,41%,-9%,-4%,-1%,22%
CC(=O)c1ccc(S(=O)(=O)N(C)CC(=O)N2CCCCCC2)cc1,21%,0%,-10%,6%,24%,5%,-10%,-2%,3%
C[N+](C)(C)C(Cc1ccccc1)C(=O)[O-] (stereo not given),?,5%,6%,?,35%,-13%,-3%,?,?
CC(=O)Nc1ccc(N=NN2CCOCC2)cc1,8.9µM*,-4%,-3%,-20%,?,-12%,-4%,-8%,86%[activator]
O=C(O)C1CCN(Cc2cccnc2)CC1,?,-2%,i,-32%,20%,1%,-13%,7%,13%
NCCCC(=O)N1c2ccccc2Sc2ccc(Cl)cc21,-15%,-7%,1%,6%,15%,-8%,2%,-4%,124%[activator]
CC1CCCC(C(=O)O)N1C(=O)CCSSCCC(=O)N1C(C)CCCC1C(=O)O (stereo not given),?,-3%,5%,-3%,78%[activator],-29%,-7%,-8%,6%
CCN(CC)C(=O)OCc1c(-c2ccccc2)ncc2ccccc12,-4%[0.501 µM],nt,i,8%,57%[activator],10%,4%,1%,-20%
COc1ccccc1-n1nnnc1S(=O)(=O)Cc1ccc(Cl)cc1,-5%[12.7 µM],-8%,-1%,-1%,47%[activator],1%,7%,7%,-23%
COc1ccc(N(CC(=O)N2CCN(Cc3ccccc3)CC2)S(C)(=O)=O)cc1Cl,nt,1%,-9%,0%,14%,-12%,-1%,-2%,?
CCn1ncc(Br)c1C(=O)Nc1cccc(F)c1,20%,-12%,-1%,1%,30%,-5%,4%,-14%,-2%
CC(C)CC(NC(=O)c1ccco1)C(=O)Nc1ccc2c(c1)OCCO2 (stereo not given),?,0%,-5%,-17%,30%,-11%,2%,3%,55%[activator]
Cc1cccc(NC(=O)Nc2nnc(N(C)Cc3ccccc3)s2)c1,17%[59 µM],-10%,1%,3%,112%[activator],46%[activator],0%,-2%,?
Cc1cccc(NC(=O)CSCC(=O)Nc2cccc(S(=O)(=O)N3CCCCCC3)c2)c1,35µM*,nt,-5%,-36%,1%,-21%,0%,3%,13%
CC(C)c1ccc(OCc2cc(=O)n3c(-c4ccccc4)csc3n2)cc1,32%[59 µM],-3%,-7%,-27%,35%,-21%,-1%,7%,?

Next section.
smiles,G9a block,BLM helicase inh,PGK inhibitor,BAZ2B inh,HP1b binding inh,JMJD2A Tudor,GLS inhibitor,Pin1 inh,POLI inh
CCOC(=O)c1ccc(NC(=O)CCS(=O)(=O)c2cccc3nonc23)cc1,-25%,0%,-2%,-16%,14%,-3%,3%,11%,56%[activator]
CCOc1cc(C(=O)N2CCC3(CC2)NCCc2[nH]cnc23)cc(OCC)c1OCC,nt,0%,10%,-6%,40%[activator],-4%,-7%,9%,-23%
Cc1cc(=O)n(CC(=O)N2CCN(c3ccc(F)cc3)CC2)c2c1c(C)nn2C,1%[59 µM],1%,9%,?,13%,-20%,5%,-9%,34%[activator]
COc1ccc(CCN(C)C(=O)COc2ccc(N(C)S(=O)(=O)c3ccc(C)cc3)cc2)cc1OC,14%[0.501 µM],nt,-4%,-2%,11%,-25%,8%,1%,50%[activator]
O=C(/C=C/c1ccc2ccccc2n1)N1CCN(S(=O)(=O)c2ccccc2F)CC1,?,0%,-9%,-15%,21%,-24%,2%,9%,23%
COc1ccc(CCNC(=O)c2cc(S(=O)(=O)N3CCCCC3)ccc2Cl)cc1,13%[0.501 µM],nt,-3%,-3%,32%,-19%,-10%,-1%,0%
COc1cc(C(=O)Nc2nc(N)n(-c3ccccc3)n2)cc(OC)c1OC,-2%[12.7 µM],0%,-2%,50µM*,-9%,-4%[11.4 µM],0%,-8%,?
CN(CC(=O)Nc1ccccc1Br)C(=O)c1ccc2c(=O)n3c(nc2c1)CCC3,-8%[12.7 µM],nt,0%,-3%,20%,-6%,1%,-5%,55%[activator]
Cc1ccc(OCc2nnc(SCC(=O)C(C)(C)C)n2Cc2ccco2)cc1,-48%[59 µM],-7%,2%,-33%,19%,?,-3%,-2%,-7%
CC(C)(C)c1ccc(NC(=O)c2ccsc2)cc1,24%,-30%,i,0%,35%,11%,-8%,-5%,24%
COCCCNC(=O)[C@H](CSCc1ccccc1)N1Cc2ccccc2C1=O,5%,-2%,i,-13%,-4%,-18%,4%,-5%,31%[activator]
N#CCC(=O)N/N=C/c1cn(Cc2ccc(Cl)c(Cl)c2)c2ccccc12,-6%,-4%,-2%,-11%,15%,-20%,1%,-6%,34%[activator]
O=C(COC(=O)c1cc(-c2ccco2)nc2ccccc12)NCc1ccccc1,45µM*,-8%,-2%,10%,26%,-8%,-9%,49%[activator],?
CCCCn1c(N)c(N(CC(C)C)C(=O)CCCc2nc3ccccc3s2)c(=O)[nH]c1=O,?,nt,i,-7%,14%,-8%,13%,-10%,-9%
O=C(COC(=O)c1ccncc1)c1ccc(Cl)c(Cl)c1,25%,0%,i,-23%,38%,-6%,1%,-7%,60%[activator]
CC(NS(=O)(=O)c1ccc(F)cc1)C(c1cccs1)N1CCOCC1 (stereo not given),-15%,-3%,i,-24%,39%[activator],-4%,1%,-2%,-21%
Nc1ccc(N2CCOCC2)cc1C(F)(F)F,-23%,-4%,12%,-22%,37%,0%,-12%,0%,52%[activator]
CCn1c(C)nc2cc(N)ccc21,nt,-1%,-7%,?,25%,-23%,0%,?,7%
NC(=O)C1=C[C@H](c2coc3ccccc3c2=O)C[C@H](OCCCCO)O1,nt,1%,i,-4%,26%,-9%,1%,-5%,-11%
O=C(NCCCN1CCCCC1)C1(S(=O)(=O)c2ccc(Cl)cc2)CC1,10%[59 µM],3%,i,-1%,33%,-15%,-10%,7%,6%

The results go on.
smiles,G9a block,BLM helicase inh,PGK inhibitor,BAZ2B inh,HP1b binding inh,JMJD2A Tudor,GLS inhibitor,Pin1 inh,POLI inh
Cc1ccc(OCC(=O)N/N=C\c2cccs2)c([N+](=O)[O-])c1,6%[59 µM],-2%,i,-33%,28%,-10%,-13%,1%,45%[activator]
CCOC(=O)CN1CC23C=CC(O2)C(C(=O)NC2CCCCC2)C3C1=O (stereo not given),5%,-1%,5%,12%,nt,-18%,7%,-7%,13%
CN=C(c1ccc([N+](=O)[O-])cc1)N1CCCCC1,-4%,1%,5%,-2%,33%,-2%,-1%,6%,8%
CCCc1nc(SCC(=O)NCc2ccco2)c2c(=O)n(C)c(=O)n(C)c2n1,45µM*,-8%,-2%,1%,25%,-24%,-5%,30%,-8%
COc1ccccc1CC(=O)Nc1ccc2nc(N3CCC(C)CC3)cc(C)c2c1,1%[59 µM],-2%,-10%,2%,25%,8%,4%,2%,0%
Cc1ccc(-c2nnc(Nc3ccc(O)cc3)c3ccccc23)cc1S(=O)(=O)NCCO,?,-10%,i,-36%,27%,-18%,57%[activator],-1%,11%
O=C(NCCc1ccccc1)C(=O)NCc1ccncc1,4%[59 µM],-5%,nt,-4%,34%,-15%,1%,1%,25%
COc1cc(/C=N/OCC(=O)Nc2ccc(OC(F)F)cc2)ccc1OCc1ccccc1,21%[59 µM],-9%,-8%,-2%,25%,-15%,2%,?,10%
COc1ccc(C(=O)N2CCC(c3nc4ccccc4s3)CC2)cc1Cl,-4%[59 µM],-6%,-2%,-13%,47%[activator],-3%,-12%,1%,35%[activator]
CC(=O)Nc1ccc(C(=O)NCCN2CCOCC2)cc1,10%,-3%,-1%,-4%,26%,12%,1%,-10%,40%[activator]
COc1ccccc1NC(=O)N1CCN(c2nnc(C)c3c(C)n(-c4ccccc4)nc23)CC1,?,9%,-9%,-4%,84%[activator],-14%,-1%,?,-2%
CC(=O)Nc1ccc(Nc2ccc([N+](=O)[O-])cn2)cc1,nt,1%,-5%,-9%,18%,-21%,12%,-11%,17%
COC(=O)c1ccccc1NC(=O)N1CCc2c(sc3c2CCCC3)C1c1ccc(F)cc1 (stereo not given),-3%[59 µM],0%,-10%,3%,55%[activator],-13%,5%,2%,8%
CCOc1cccc(C(=O)NC(=S)Nc2cccc(NC(=O)c3ccccc3Cl)c2)c1,-47%[59 µM],-2%,-2%,79µM*,6%,-8%,8%,12%,3%
Cc1ccc2nc(N3C(=O)CNC3=S)sc2c1,?,-6%,-4%,-12%,14%,-10%,14%,8%,38%[activator]
C[C@@]12C(=O)Nc3cc(Cl)ccc3C(=O)N1[C@H]1c3cc(Cl)ccc3OC[C@@H]1[C@@H]2c1ccccc1,nt,nt,-4%,nt,7%,-17%,-8%,16%,?
FC(F)(F)c1nc2cc3nc4ccccc4[nH]c3cc2n1,40µM*,-10%,-3%,-23%,11%,-12%,1%,2%,-22%[58.9 µM]
